Screens as filed in PubChem BioAssay.
NFkB binder = binds human NF-kappa-B p105 on microarray | calls only | actives 1.3% (n = 17,000) | AID 624139 | Small molecule microarray, anti-His fluorescence binding | P19838;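 active = spot fluorescence over background significantly raised, with a chance value under 7% in all four replicate spots of the compound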;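 also: probe protein is his-tagged human p50 processed subunit at 1 µg/ml; raw spot fluorescence signals with no normalization applied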
Target sequence (P19838 1-433 limits assumed): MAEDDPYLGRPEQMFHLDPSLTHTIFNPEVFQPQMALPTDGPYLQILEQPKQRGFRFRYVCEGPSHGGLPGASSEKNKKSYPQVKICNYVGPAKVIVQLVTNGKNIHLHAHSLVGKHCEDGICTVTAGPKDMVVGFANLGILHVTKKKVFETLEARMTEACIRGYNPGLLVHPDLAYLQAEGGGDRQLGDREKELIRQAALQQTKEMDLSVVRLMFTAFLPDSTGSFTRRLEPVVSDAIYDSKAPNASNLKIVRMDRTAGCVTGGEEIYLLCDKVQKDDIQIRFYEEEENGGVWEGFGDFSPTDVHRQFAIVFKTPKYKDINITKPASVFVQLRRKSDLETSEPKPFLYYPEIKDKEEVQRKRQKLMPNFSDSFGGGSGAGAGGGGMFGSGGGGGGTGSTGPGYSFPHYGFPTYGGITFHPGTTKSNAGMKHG
Calls only. A portion of the library; count on the stated rates, not on these rows.

Screening C[C@@H]1CN([C@@H](C)CO)C(=O)c2cc(N(C)C)ccc2O[C@@H]1CN(C)C returned NFkB binder inactive.
For Cc1noc(C)c1S(=O)(=O)Nc1cccc2c1O[C@H](CN(C)Cc1ccc(Cl)c(Cl)c1)[C@H](C)CN([C@H](C)CO)C2=O the results were NFkB binder inactive.
C[C@H](CO)N1C[C@H](C)[C@@H](CN(C)Cc2ccc(Oc3ccccc3)cc2)Oc2c(NS(=O)(=O)c3cn(C)cn3)cccc2C1=O was read as NFkB binder inactive.
For Nc1ncnc(NCC2CCCO2)c1[N+](=O)[O-] (configuration not stated) the results were NFkB binder inactive.
`O=C(C1=C[C@@H](C2CCCCC2)C[C@@H](OCc2ccc(CO)cc2)O1)N1CCOCC1` gave NFkB binder inactive.
COc1ccc(N(CC(=O)Nc2cccc(Cl)c2Cl)S(C)(=O)=O)cc1OC was read as NFkB binder inactive.
O=C(Cn1cnc2ccccc2c1=O)Nc1ccccc1Br was read as NFkB binder inactive.
COc1cc2c(cc1OC)-c1cc3nc4ccccc4nc3n1C(C)(C)C2 was read as NFkB binder inactive.
`Cc1cc(-n2nc3ccccc3n2)c2oc(SCc3nnc(-c4ccccc4)o3)nc2c1` gave NFkB binder inactive.
O=C(NC1CC1)C1=C[C@@H](C2CCCCC2)C[C@@H](OCc2ccc(CO)cc2)O1 was read as NFkB binder inactive.
COc1ccc(CN(C)C[C@@H]2Oc3ccc(NS(=O)(=O)c4ccc(OC)cc4)cc3C(=O)N([C@@H](C)CO)C[C@H]2C)cc1 was read as NFkB binder inactive.
For c1ccc(Cn2c(SCc3nc4ccccc4[nH]3)nc3ccccc32)cc1 the results were NFkB binder inactive.
C[C@H]1CN([C@@H](C)CO)C(=O)c2cccc(NC(=O)NC3CCCCC3)c2O[C@H]1CN(C)Cc1ccc2c(c1)OCO2 was read as NFkB binder inactive.
Screening C[C@H](CO)N1C[C@H](C)[C@H](CN(C)C(=O)C2CC2)OCc2cnnn2CCCC1=O returned NFkB binder inactive.
`C[C@H](CO)N1C[C@H](C)[C@@H](CN(C)CC2CCCCC2)Oc2c(NC(=O)Nc3ccccc3)cccc2C1=O` gave NFkB binder inactive.
Screening Cc1ccc(-c2csc3ncnc(SCc4csc(C)n4)c23)cc1 returned NFkB binder inactive.
`C[C@H](CO)N1C[C@H](C)[C@@H](CN(C)C(=O)Nc2ccc3c(c2)OCO3)Oc2ccc(NS(=O)(=O)c3ccc(Cl)cc3)cc2C1=O` gave NFkB binder inactive.
Cc1ccc(Nc2nc(CSc3nnnn3-c3ccccc3)cc(=O)[nH]2)cc1 was read as NFkB binder inactive.
For CNC[C@H]1Oc2ccc(NC(=O)Nc3ccccc3)cc2CC(=O)N([C@@H](C)CO)C[C@@H]1C the results were NFkB binder inactive.
For Cc1cc(C)nc(SC2CCCCC2NS(=O)(=O)c2ccc(Cl)cc2)n1 (configuration not stated) the results were NFkB binder inactive.

Entries shown so far containing an NH in an aromatic ring, in the order listed:
For c1ccc(Cn2c(SCc3nc4ccccc4[nH]3)nc3ccccc32)cc1 the results were NFkB binder inactive.
Cc1ccc(Nc2nc(CSc3nnnn3-c3ccccc3)cc(=O)[nH]2)cc1 was read as NFkB binder inactive.

Later entries
`COc1ccc(NC(=O)N(C)C[C@H]2OCCCC[C@H](C)Oc3ccc(NS(=O)(=O)c4ccccc4)cc3C(=O)N([C@@H](C)CO)C[C@@H]2C)cc1` gave NFkB binder inactive.
For Cc1noc(C)c1NC(=O)Nc1ccc2c(c1)C(=O)N([C@H](C)CO)C[C@H](C)[C@H](CN(C)C(=O)Nc1c(C)noc1C)O2 the results were NFkB binder inactive.
`COC(=O)c1cc(O)cc(OC)c1Oc1c(Cl)c(C)c(Cl)c(O)c1C(=O)O` gave NFkB binder inactive.
CC(C)NC(=O)Nc1ccc2c(c1)C(=O)N([C@H](C)CO)C[C@@H](C)[C@H](CN(C)S(C)(=O)=O)O2 was read as NFkB binder inactive.
For Cc1cc(C)cc(N(CC(=O)O)S(C)(=O)=O)c1 the results were NFkB binder inactive.
O=C(CCC1COc2ccccc2O1)NCc1ccco1 (configuration not stated) was read as NFkB binder inactive.
For COC(=O)C1CC2=CC(=O)CCC2(C)C23OC2CC2(C)C(CCC24CCC(=O)O4)C13 (configuration not stated) the results were NFkB binder inactive.
Screening Cc1noc(C)c1S(=O)(=O)N(C)C[C@@H]1OCc2cnnn2CCCC(=O)N([C@@H](C)CO)C[C@H]1C returned NFkB binder inactive.
C[C@@H]1CN([C@@H](C)CO)C(=O)c2cc(NC(=O)CCC(F)(F)F)ccc2O[C@@H](C)CCCCO[C@H]1CN(C)C was read as NFkB binder inactive.
`COc1ccc([Si](C)(C)[C@@H]2[C@@H](CCO)O[C@]3(C(=O)N(Cc4ccc(N5CCOC5=O)cc4)c4ccccc43)[C@H]2C)cc1` gave NFkB binder inactive.
CC(=O)O[C@@H]1c2c(C)coc2C(=O)[C@@]23O[C@@H]2CC[C@H](C)[C@@]13C was read as NFkB binder inactive.
For O=C1O[C@H](c2ccccc2)[C@H](c2ccccc2)N2[C@H]1[C@@H](C(=O)N1CCCCCCC1)[C@]1(C(=O)Nc3ccc(C#CCCO)cc31)[C@H]2c1ccccc1OCCO the results were NFkB binder inactive.
For COc1ccc(C#Cc2ccc3c(c2)[C@]2(C(=O)N3)[C@H](C(=O)N3CCN(c4ncccn4)CC3)[C@H]3C(=O)O[C@H](c4ccccc4)[C@H](c4ccccc4)N3[C@@H]2c2ccccc2OCCO)cc1 the results were NFkB binder inactive.
Screening Cc1noc(C)c1NC(=O)N(C)C[C@H]1OCCCC[C@H](C)Oc2ccc(NS(=O)(=O)c3cn(C)cn3)cc2C(=O)N([C@H](C)CO)C[C@@H]1C returned NFkB binder inactive.
C[C@H](CO)N1C[C@H](C)[C@@H](CN(C)C)Oc2ccc(NC(=O)NC3CCCCC3)cc2CC1=O was read as NFkB binder inactive.
Cc1cccc(C)c1OCC(=O)Nc1cccnc1 was read as NFkB binder inactive.
Screening Cc1noc(C)c1S(=O)(=O)Nc1ccc2c(c1)C(=O)N([C@H](C)CO)C[C@@H](C)[C@H](CN(C)C(=O)Nc1ccc3c(c1)OCO3)O2 returned NFkB binder inactive.
Screening C[C@@H]1CN([C@@H](C)CO)C(=O)CCCn2cc(nn2)CO[C@H]1CN(C)Cc1cccc(O)c1 returned NFkB binder inactive.
For CCCCCCCC/C=C\CCCCCCCc1cccc(O)c1C(=O)O the results were NFkB binder inactive.
COc1ccc(NC(=O)N(C)C[C@@H]2Oc3ncc(C#Cc4ccc(F)cc4)cc3C(=O)N([C@H](C)CO)C[C@@H]2C)cc1 was read as NFkB binder inactive.
O=C(O)CCCCCCC(=O)Nc1ccc(C2OC(CSCCO)CC(c3ccccc3)O2)cc1 (configuration not stated) was read as NFkB binder inactive.
Cc1cc(C)c2nc(-c3cccnc3)cc(C(=O)Nc3sc(Cc4ccccc4)cc3C(N)=O)c2c1 was read as NFkB binder inactive.
C[C@@H]1CN([C@@H](C)CO)C(=O)c2cc(NS(C)(=O)=O)ccc2O[C@@H](C)CCCCO[C@@H]1CN(C)S(=O)(=O)c1cn(C)cn1 was read as NFkB binder inactive.
`C[C@@H]1CN([C@H](C)CO)C(=O)c2cc(NC(=O)Nc3ccc(C(F)(F)F)cc3)ccc2O[C@H]1CN(C)C(=O)NC1CCCCC1` gave NFkB binder inactive.
`C[C@H](CO)N1C[C@H](C)[C@@H](CN(C)C(=O)Nc2ccc(F)cc2)Oc2ccc(NC(=O)NC3CCCCC3)cc2CC1=O` gave NFkB binder inactive.
Screening C[C@H]1CN([C@@H](C)CO)C(=O)c2cc(NS(C)(=O)=O)ccc2O[C@H]1CN(C)C(=O)NC1CCCCC1 returned NFkB binder inactive.
`C[C@@H]1CN([C@@H](C)CO)C(=O)c2cc(NC(=O)c3ccccc3)ccc2O[C@@H](C)CCCCO[C@@H]1CN(C)C(=O)Nc1ccccc1` gave NFkB binder inactive.
Screening COc1ccc(-c2nnc(SCCCN3C(=O)c4cccc5cccc(c45)C3=O)n2C)cc1OC returned NFkB binder inactive.
Screening Cc1noc(C)c1S(=O)(=O)N(C)C[C@H]1Oc2ccc(NS(=O)(=O)c3cccs3)cc2CC(=O)N([C@@H](C)CO)C[C@@H]1C returned NFkB binder inactive.
Screening C[C@H]1CCCCO[C@@H](CN(C)C(=O)c2ccccc2)[C@@H](C)CN([C@@H](C)CO)C(=O)c2cc(NS(=O)(=O)c3ccccc3)ccc2O1 returned NFkB binder inactive.
Screening COc1c(O)c(C(=O)/C=C\c2ccccc2)c(OC)c(OC)c1OC returned NFkB binder inactive.
Screening C[C@H](CO)N1C[C@H](C)[C@H](CN(C)C(=O)Nc2ccc(F)cc2)Oc2ncc(C#CCC3CCCC3)cc2C1=O returned NFkB binder inactive.
Screening CC(=O)Nc1ccc(S(=O)(=O)N(C)CC(=O)O)cc1 returned NFkB binder inactive.
Screening COc1ccc(CN(C)C[C@H]2Oc3ccc(NC(=O)Nc4c(C)noc4C)cc3CC(=O)N([C@@H](C)CO)C[C@@H]2C)cc1 returned NFkB binder inactive.
For C[C@@H]1O[C@@H](O[C@@H]2C=C(CO)[C@H]3[C@H](O[C@@H]4O[C@H](CO)[C@@H](O)[C@H](O)[C@H]4O)OC=C[C@H]32)[C@H](O)[C@H](O)[C@H]1OC(=O)/C=C/c1ccccc1 the results were NFkB binder inactive.
For COCCOC(=O)N1C(=O)[C@@]2(c3cc(C#CCCO)ccc31)[C@H](C(N)=O)[C@H]1C(=O)O[C@H](c3ccccc3)[C@H](c3ccccc3)N1[C@@H]2c1ccc(OCCO)cc1 the results were NFkB binder inactive.
For C[C@@H]1CN([C@@H](C)CO)C(=O)c2cccc(NC(=O)c3nc4ccccc4s3)c2O[C@@H]1CN(C)CC1CC1 the results were NFkB binder inactive.
COC(=O)CN(c1cc(Cl)cc(Cl)c1)S(=O)(=O)c1ccccc1 was read as NFkB binder inactive.
For O=C1O[C@@H](c2ccccc2)[C@@H](c2ccccc2)N2[C@@H](c3ccc(O)cc3)[C@]3(C(=O)Nc4ccc(C#CCCO)cc43)[C@@H](C(=O)O)[C@H]12 the results were NFkB binder inactive.
`C[C@@H]1CN([C@@H](C)CO)C(=O)Cc2cc(NS(=O)(=O)c3cccs3)ccc2O[C@@H]1CN(C)S(=O)(=O)c1ccc(Cl)cc1` gave NFkB binder inactive.

Filtered by structure: the entries above containing an aryl thioether with sulfur outside any ring.
`Cc1cc(-n2nc3ccccc3n2)c2oc(SCc3nnc(-c4ccccc4)o3)nc2c1` gave NFkB binder inactive.
For c1ccc(Cn2c(SCc3nc4ccccc4[nH]3)nc3ccccc32)cc1 the results were NFkB binder inactive.
Screening Cc1ccc(-c2csc3ncnc(SCc4csc(C)n4)c23)cc1 returned NFkB binder inactive.
Cc1ccc(Nc2nc(CSc3nnnn3-c3ccccc3)cc(=O)[nH]2)cc1 was read as NFkB binder inactive.
For Cc1cc(C)nc(SC2CCCCC2NS(=O)(=O)c2ccc(Cl)cc2)n1 (configuration not stated) the results were NFkB binder inactive.
Screening COc1ccc(-c2nnc(SCCCN3C(=O)c4cccc5cccc(c45)C3=O)n2C)cc1OC returned NFkB binder inactive.

Remaining list, next part
`COc1cccc2c1C(=O)CC(c1ccccc1)O2` (configuration not stated) gave NFkB binder inactive.
For COc1ccc(CN(C)C[C@H]2Oc3c(NS(=O)(=O)c4cn(C)cn4)cccc3C(=O)N([C@@H](C)CO)C[C@H]2C)cc1 the results were NFkB binder inactive.
For CCC(=O)Nc1ccc(S(=O)(=O)Nc2cccnc2)cc1 the results were NFkB binder inactive.
For COCCOC(=O)N1C(=O)[C@@]2(c3cc(C#CC4(O)CCCCCC4)ccc31)[C@H](C(=O)NC[C@H](O)c1ccccc1)[C@H]1C(=O)O[C@H](c3ccccc3)[C@H](c3ccccc3)N1[C@@H]2c1ccccc1OCCO the results were NFkB binder inactive.
`O=S(=O)(Nc1ncccn1)c1ccc(NC(=S)Nc2ccc(F)c(Cl)c2)cc1` gave NFkB binder inactive.
Screening C[C@H](CO)N1C[C@H](C)[C@H](CN(C)Cc2ccc(F)cc2)Oc2ncc(C#Cc3ccccc3)cc2C1=O returned NFkB binder inactive.
`C[C@H](CO)N1C[C@H](C)[C@@H](CN(C)Cc2ccc3c(c2)OCO3)OCCCC[C@H](C)Oc2ccc(NC(=O)CCCN(C)C)cc2C1=O` gave NFkB binder inactive.
`C[C@H](CO)N1C[C@H](C)[C@H](CN(C)CC2CC2)Oc2ccc(NS(=O)(=O)c3cccs3)cc2C1=O` gave NFkB binder inactive.
CC(C)[C@H](N)C(=O)N[C@@H](Cc1c[nH]c2ccccc12)C(=O)O was read as NFkB binder inactive.
`COc1ccccc1NC(=O)COc1ccc2c(-c3ccccc3)cc(=O)oc2c1C` gave NFkB binder inactive.
Screening C[C@@H]1CCCCO[C@@H](CN(C)C(=O)Nc2ccc(C(F)(F)F)cc2)[C@@H](C)CN([C@H](C)CO)C(=O)c2cc(NC(=O)Nc3ccc4c(c3)OCO4)ccc2O1 returned NFkB binder inactive.
For COC(=O)C1=COC(O[C@@H]2O[C@H](CO)[C@@H](O)[C@H](O)[C@H]2O)[C@@H]2[C@@](C)(O)[C@@H](OC(=O)/C=C\c3ccccc3)C[C@]12O (some centres not stated) the results were NFkB binder inactive.
For C[C@@H]1CCCCO[C@@H](CN(C)C)[C@H](C)CN([C@H](C)CO)C(=O)c2cc(NC(=O)C3CCCCC3)ccc2O1 the results were NFkB binder inactive.
